RBX1-CUL1 inh: blocks human RBX1-Cullin-1 di-ubiquitin formation. 0.6% of 140,000 active. inhibition, % at 10 µM. P62877+Q13616. AID 1347404. in vitro K48 di-Ub FRET, acceptor:donor ratio, 45 min; in the data active = inhibition above about 25%
Target sequence (P62877 whole entry, looked up): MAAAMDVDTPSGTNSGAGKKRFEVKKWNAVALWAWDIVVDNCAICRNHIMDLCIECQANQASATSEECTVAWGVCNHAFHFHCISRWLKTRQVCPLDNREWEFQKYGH
Target sequence (Q13616 whole entry, looked up): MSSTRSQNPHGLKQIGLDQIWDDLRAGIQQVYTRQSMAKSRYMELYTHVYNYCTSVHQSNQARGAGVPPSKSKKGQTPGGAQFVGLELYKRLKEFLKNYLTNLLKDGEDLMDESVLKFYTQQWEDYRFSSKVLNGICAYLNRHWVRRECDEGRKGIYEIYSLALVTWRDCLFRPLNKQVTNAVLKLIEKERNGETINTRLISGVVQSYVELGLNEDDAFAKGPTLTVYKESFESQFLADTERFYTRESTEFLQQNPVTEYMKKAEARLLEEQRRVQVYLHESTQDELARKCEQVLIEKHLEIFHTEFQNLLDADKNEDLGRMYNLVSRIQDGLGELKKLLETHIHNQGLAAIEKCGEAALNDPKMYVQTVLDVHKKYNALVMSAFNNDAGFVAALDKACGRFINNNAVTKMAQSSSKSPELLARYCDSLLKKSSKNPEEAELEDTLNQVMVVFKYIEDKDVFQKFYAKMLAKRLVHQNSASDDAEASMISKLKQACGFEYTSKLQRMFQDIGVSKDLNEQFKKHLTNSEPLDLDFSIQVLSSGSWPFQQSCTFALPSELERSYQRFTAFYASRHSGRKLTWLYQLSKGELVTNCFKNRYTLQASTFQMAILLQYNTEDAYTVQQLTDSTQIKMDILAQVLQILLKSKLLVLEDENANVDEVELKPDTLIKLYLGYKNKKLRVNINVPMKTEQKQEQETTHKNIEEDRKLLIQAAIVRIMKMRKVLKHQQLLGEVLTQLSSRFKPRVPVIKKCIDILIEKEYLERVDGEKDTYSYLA
Numbers without * were called inactive. Not all compounds are listed, so the mix of outcomes need not match the whole.

Preview (three entries):
nr	SMILES	RBX1-CUL1 inh
1	CCN(CC)C1CCN(C(=O)c2cc(Cn3c(C)nc4ccccc43)on2)C1 (stereo unspecified)	-4.0
2	CC(C)(CO)NC12CC3CC(CC(C3)C1)C2	-3.8
3	N#CC1C(=N)OC2=C(C(=O)CCC2)C1c1cccc(Cl)c1 (stereo unspecified)	2.0

This part in full, repeating the preview:
nr	SMILES	RBX1-CUL1 inh
1	CCN(CC)C1CCN(C(=O)c2cc(Cn3c(C)nc4ccccc43)on2)C1 (stereo unspecified)	-4.0
2	CC(C)(CO)NC12CC3CC(CC(C3)C1)C2	-3.8
3	N#CC1C(=N)OC2=C(C(=O)CCC2)C1c1cccc(Cl)c1 (stereo unspecified)	2.0
4	COCCn1cnc2cc(NC(=O)C3CCCCC3)cc(C(=O)N(C)CC3Cc4ccccc4O3)c21 (stereo unspecified)	2.6
5	CCn1cc(C(=O)NCCN(CC(C)C)CC(C)C)c(=O)c2cc(S(=O)(=O)N(C)C3CCCCC3)ccc21	-1.8
6	CC(=O)N1N=C(c2ccccc2)CC1c1ccc2c(c1)OCO2 (stereo unspecified)	11.1
7	COc1ccc(C2CC(c3ccccc3)=Nc3nc(NC(=O)/C=C/c4ccccc4)nn32)cc1 (stereo unspecified)	5.2
8	S=C1NCN(CCc2ccccc2)CN1C1CCCCC1	-0.7
9	Cc1cc(-c2ccc(S(=O)(=O)Nc3ccc(Br)c(C)c3)s2)on1	5.4
10	CCOCC(=O)Nc1c(C(C)C)cccc1C(C)C	5.3
11	CCc1ccc(OCC(=O)n2nc(C)c(C)c2C)cc1	3.1
12	COc1ccc(C2(c3ccc(OC)cc3)C=CC3c4ccccc4C=CC3O2)cc1 (stereo unspecified)	3.1
13	CCOc1cc(/C=N\NC(=O)c2c(C)nc3ccccn23)ccc1O	1.6
14	CCOC(=O)CCNC(=O)c1ccc(OC2CCN(C(C)=O)CC2)c(OC)c1	-0.4
15	CCCCc1c(C)[nH]c2c(OC)cccc2c1=S	2.4
16	COC1CCN(C(=O)c2coc(COc3ccc(F)cc3Cl)n2)CC1	-1.0
17	Cc1ccc(NS(=O)(=O)C(F)(F)F)cc1	1.3
18	Cc1cc(NC(=O)CSc2nc3scc(-c4ccccc4)c3c(=O)n2-c2ccccc2)no1	-1.8
19	CC(=O)Oc1ccc(C(=O)Nc2ccc(-c3cc(-c4ccccc4)nc(-c4ccc(NC(=O)c5ccc(OC(C)=O)cc5)cc4)n3)cc2)cc1	1.2
20	CCCCOc1ccc(Cn2c(=O)oc3ccc(C)cc32)cc1	3.4
21	Cc1ccc(Nc2c(-c3cccnc3)nc3ccc(C)cn23)cc1	-2.1
22	O=c1c(N=Nc2c(Cl)cc([N+](=O)[O-])cc2Cl)c(-c2ccc([N+](=O)[O-])cc2)[nH]n1-c1ccccc1	0.2
23	Cc1cc(C(=O)CN2CCOCC2)c(C)n1-c1ccc(Cl)c(C(F)(F)F)c1	11.9
24	CCOc1ccccc1NC(=O)c1nn(C)c2c1CSc1ccccc1-2	6.8
25	Cc1ccc(-c2noc(-c3nnn(-c4ccc(Br)cc4F)c3C)n2)cc1	5.6
26	O=C(Cn1cc2c(n1)CCCC2)Nc1cc(C(F)(F)F)ccc1Cl	1.5
27	COC(=O)c1cc2ccccc2c2nnsc12	7.6
28	CSc1nnc(NC(=O)c2ccccc2Cl)s1	-2.1
29	O=C(NCC(c1cccnc1)N1CCc2ccccc21)c1cccc(C(F)(F)F)c1 (stereo unspecified)	0.1
30	CN(CCN1CCCCCC1)C(=O)C1CCN(c2ccccc2)C1=O (stereo unspecified)	10.0
31	COCC(=O)Nc1cc(C(=O)NCC2OCCc3ccccc32)cc2ncn(CCc3ccccc3)c12 (stereo unspecified)	-3.8
32	CCCc1cc(C(=O)NCc2nc(-c3cccc(NC(=O)CCc4cccnc4)c3)oc2C)no1	2.5
33	CC1=N/C(=C(/C)c2ccc(Cl)cc2)C(=O)O1	-8.2
34	Cc1ccc(C(=O)COc2cc3oc(=O)c(CC(C)O)c(C)c3cc2Cl)cc1 (stereo unspecified)	-11.1
35	O=C(Nc1ccc(N2CCN(C(=O)c3ccco3)CC2)cc1)c1cc2ccccc2o1	6.5
36	CCOC(=O)c1cnc(SC)nc1SCC(=O)N1CCN(c2ccc(OC)cc2)CC1	-3.6
37	COc1ccc2[nH]c(C(=O)O)c(CCC(=O)O)c2c1	-2.4
38	CCc1nnc(NC(=O)c2nc(SC)ncc2Cl)s1	-2.0
39	O=C1NN(c2ccc(I)cc2)C(=O)/C1=C/c1ccc(Cl)cc1	59.3*
40	FC(F)(F)c1cccc(Nc2c3c(nc4ncnn24)CCC3)c1	-2.2

A section of the results above, as a working copy:
nr	SMILES	RBX1-CUL1 inh
33	CC1=N/C(=C(/C)c2ccc(Cl)cc2)C(=O)O1	-8.2
34	Cc1ccc(C(=O)COc2cc3oc(=O)c(CC(C)O)c(C)c3cc2Cl)cc1 (stereo unspecified)	-11.1

Carrying on.
nr	SMILES	RBX1-CUL1 inh
41	COc1ccc(S(=O)(=O)Nc2cccc(-c3ccc(N4CCCC4)nn3)c2)cc1OC	7.2
42	COc1ccc(N2CCN(C(=O)CCc3c(C)nc4cc(-c5cccc(F)c5)nn4c3C)CC2)cc1	-4.4
43	Cc1cc(C)cc(NC(=O)CSc2nc3ncccc3[nH]2)c1	1.7
44	FC(F)(F)c1ccc(-c2nnc3sc(COc4ccc(Cl)cc4)nn23)cc1	-2.9
45	Cc1cccc(OCc2nnc(SCC(=O)Nc3cccc4ccccc34)n2C)c1	3.0
46	CCCc1cc(C(=O)Nc2ccc(OC)c(OC)c2)n(C)n1	2.1
47	Cc1ncc2c(c1CNS(C)(=O)=O)CCN(C(=O)c1ccc3c(c1)c1ccccc1n3C)C2	8.5
48	CCCSC1=NC2(CCN(C(=O)NC3CCCCC3)CC2)N=C1c1ccccc1	-1.1
49	Cc1ccc(NC(=O)CSc2nnc(COc3ccc(Cl)cc3)o2)c(Br)c1	-0.1
50	CC(=O)c1c(C)nc2sc3c(=O)n(-c4ccc(C)cc4)cnc3c2c1-c1ccc(Cl)cc1	1.3
51	COc1ccc(Cl)cc1NC(=O)C12CCC(C)(C(=O)C1Br)C2(C)C (stereo unspecified)	7.4
52	CC1=C(C#N)C(=O)N(C)C(=O)/C1=C\c1ccc(-c2ccc(C(=O)OC(C)C)cc2)o1	-7.0
53	CCOc1ccc(CNc2cccc(C(=O)O)c2C)cc1	-2.9
54	O=C(Cc1cccs1)Nc1cccc(-c2nc3cc(Cl)ccc3o2)c1	-6.0
55	COc1cccc(CNC(=O)CCc2c(C)c3ccc(O)c(C)c3oc2=O)c1	2.9
56	CCOc1ccc(NC(=O)c2cc(OC)cc(OC)c2)cc1	5.1

Entries by screen from above:
Entries 49 to 56 in RBX1-CUL1 inh: -0.1, 1.3, 7.4, -7.0, -2.9, -6.0, 2.9, 5.1

Next compounds follow.
nr	SMILES	RBX1-CUL1 inh
57	COc1ccc(/C=C2/N=C(c3ccc(OCCC(C)C)cc3)OC2=O)cc1OC	-2.1
58	Cc1cc(C)cc(C(=O)Nc2cc(C(F)(F)F)ccc2N2CCN(c3ccccc3)CC2)c1	-14.1
59	Cc1cccc(N(CC(=O)Nc2ccc(Br)cc2)S(C)(=O)=O)c1C	-10.4
60	O=C(NCc1cccnc1)c1sc2cc(F)ccc2c1Cl	-6.0
61	Cc1ccc2c(c1)N(C(=O)N1CCC(C(=O)NCc3ccco3)CC1)CC(C)O2 (stereo unspecified)	2.0
62	COc1cccc(CNS(=O)(=O)c2c(C(=O)N3CCC(C)CC3)c(C)n(C)c2C)c1	-6.9
63	COc1ccc(NC(=O)Cn2cc(C(=O)c3ccccc3)c(=O)c3cc(OC)ccc32)c(OC)c1	1.3
64	Cn1c(SCC(=O)c2cc(C(C)(C)C)c(O)c(C(C)(C)C)c2)nc2ccccc21	7.5
65	CCN(C(=O)C1CCN(C(=O)c2ccccc2F)CC1)c1ccccc1	-0.6
66	COc1ccc(C2OC(C)=C(c3ccccc3)C(=O)N2c2ccccc2)cc1 (stereo unspecified)	-2.4
67	COc1ccc(/C=C(\C#N)c2nc(-c3cc4c(ccc5ccccc54)oc3=O)cs2)cc1O	5.8
68	CC(C)c1nccn1Cc1cc(C(=O)N2CCCC2c2ccccn2)n[nH]1 (stereo unspecified)	-1.1
69	O=C(CSc1oc(-c2ccc(F)cc2)nc1S(=O)(=O)c1ccccc1)NC1CCCCC1	-6.6
70	COc1ccc(C(C[N+](=O)[O-])c2c(-c3ccccc3O)[nH][nH]c2=O)cc1 (stereo unspecified)	-0.4
71	CC1CC(c2ccccc2)=Nc2ccccc2N1 (stereo unspecified)	-6.5
72	CC1(C(=O)OCC(=O)c2ccc([N+](=O)[O-])cc2)CCC(C(=O)OCC(=O)c2ccc([N+](=O)[O-])cc2)C1(C)C (stereo unspecified)	-7.2
73	C=CCn1c(CCNC(=O)c2cccs2)nnc1SCC(=O)Nc1nc(C)cs1	-6.5
74	CC1(C)OC(=O)C(=Cc2ccc([N+](=O)[O-])s2)C(=O)O1	-3.7
75	O=C(CCc1ccc(S(=O)(=O)NC2CCCCC2)cc1)Nc1ccccc1	6.6
76	COC(=O)c1cc2ccc3c4ccccc4n(C)c3c2[nH]1	5.2
77	Cc1ccccc1-c1cnc(-c2cccnc2)nc1C1CCN(C(=O)c2ccc3cc[nH]c3c2)CC1	5.0
78	Cc1ccccc1-n1cc(CC(C)C(=O)O)c2ccccc21 (stereo unspecified)	-2.0
79	CCOC(=O)C1(CCOC)CCCN(Cc2cnc(-c3ccc(Cl)cc3)nc2)C1 (stereo unspecified)	1.1
80	CCOc1ccc(-n2cc(C(=O)O)c(=O)c3cc(F)c(N4CCOCC4)c(F)c32)cc1F	13.2
81	CCOc1ccc(S(=O)(=O)n2ccnc2C)c2ccccc12	10.4
82	COc1cccc(NC(=O)NCc2ccc3c(c2)CCN3C(=O)c2ccccc2)c1	-12.0
83	CCN1CCN(C(=O)Nc2ccc(Cc3ccc(NC(=O)N4CCN(CC)CC4)cc3)cc2)CC1	4.8
84	CCOCCCNC(=O)C1C=Nc2ccc(S(=O)(=O)Nc3cccc(Cl)c3C)cc2C1=O (stereo unspecified)	-3.0
85	O=C(Nc1nnc(CC2CCCC2)s1)c1cc(-c2ccccc2)nc2ccccc12	-11.1
86	Cc1ccc(Cl)cc1N1CCN(c2ncnc3c2nc2n3CCCC2)CC1	0.9
87	CCOC(=O)CN(Cc1ccccc1)C(C(=O)NC1CCCCC1)c1ccc(OC)cc1 (stereo unspecified)	4.8
88	O=C(Nc1ccccc1F)c1onc2c1CCCC2	-0.2
89	CCc1ccccc1NC(=O)c1ccc2nc(CCc3ccccc3)oc2c1	-8.4
90	Cc1nc(-c2ccccc2)nc2oc3c(=O)[nH]cnc3c12	-5.4
91	COC(=O)c1c(-c2ccc(Cl)cc2Cl)csc1NC(=O)COc1ccc(C)c(C)c1	-10.4
92	COc1ccc(C2C(C(=O)Nc3ccc(C)cc3C)C(C)=Nc3nc(SC)nn32)cc1OC (stereo unspecified)	1.3
93	Cc1cc(C)cc(NC(=O)CN(C)S(=O)(=O)c2ccc3[nH]c4c(c3c2)CCCC4)c1	-3.6
94	COc1ccc(NC(=O)Cn2c(=O)cc(C)c3c(C)nn(C)c32)cc1	-6.7
95	COc1ccc2nc(C(F)(F)F)c(C#N)c(N)c2c1	-6.2
96	Nc1c(C(=O)Nc2cc(C(F)(F)F)ccc2Cl)sc2nc3c(cc12)CCCCC3	6.2
97	CC1=C(C(=O)OCC(C)C)C(c2ccccc2Br)N2C(=O)CCSC2=N1 (stereo unspecified)	5.4
98	CCNC(=O)NCc1cccnc1N(C)CCc1ccccn1	-9.5
99	Cc1ccc(NC(=O)c2ccccc2C)c(O)c1	-7.2
100	Cc1ccc(CNC(=O)CSCc2nc(-c3ccc(Cl)cc3)oc2C)cc1	-1.0
101	Cc1ccccc1SC(CCN(C)C)c1ccccc1 (stereo unspecified)	-3.2
102	CCOc1ccccc1NC(=O)c1cc2ccc3cccnc3c2[nH]1	-4.4
103	CSCCCNC(=O)c1cc(Cn2nc(C)cc2C)[nH]n1	2.5
104	c1ccc(-c2nc(-c3ccccc3)c(-c3ccccc3)o2)cc1	4.5
105	O=C(CN1C(=O)C2(SCC(=O)N2c2ccc(F)c(F)c2)c2ccccc21)Nc1ccccc1F (stereo unspecified)	12.7
106	CCN(CC)C(=O)Sc1c(O)cc(Cl)c(O)c1Cl	5.7
107	CCOc1ccccc1C(=O)N(Cc1cc(OC)c(OC)c(OC)c1)c1ccccn1	6.1
108	Cc1c(CC(=O)N2CCOCC2)c2c(n1C(C)C)CC(C)(C)CC2=O	-2.7
109	CCOc1ccc(-c2n[nH]c3c2CN(C(=O)CCn2cnnn2)CC3)cc1	2.8
110	CCOc1ccc(NC(=O)c2oc3ccccc3c2NC(=O)Cc2ccc(F)cc2)cc1	15.0
111	O=C(Nc1cnn(-c2ccc(C(=O)N(CC3CCC3)CC3CCCO3)cc2)c1)C1CCOCC1 (stereo unspecified)	-4.3
112	CCOC(=O)C1(CCOC)CCCN(Cc2cccn2-c2ccc(Cl)cn2)C1 (stereo unspecified)	-1.9

Further records follow.
nr	SMILES	RBX1-CUL1 inh
113	O=C(Nc1cccc2cccnc12)c1ccc(Cl)c(Cl)c1	5.6
114	Cc1cc(C)cc(NS(=O)(=O)Cc2ccccc2C)c1	-9.7
115	CCN1CCN(CC(O)COc2cccc(CNCCSc3n[nH]c(C)n3)c2)CC1 (stereo unspecified)	3.5
116	CN(C)C(=O)c1ccc(S(=O)(=O)NCc2ccc(Cl)cc2)s1	-6.4
117	CC(=O)Oc1ccc2c(=O)c(Oc3ccccc3)c(C(F)(F)F)oc2c1C	7.5
118	CC(C)Cn1c(C(C)(C)C)cn2c3c(=O)n(C)c(=O)n(C)c3nc12	1.8
119	O=C1N=C2SC(C(=O)O)C3C(=O)Oc4ccccc4C3C2S1 (stereo unspecified)	0.6
120	CCOC(=O)c1cnc(Nc2cccc(C(F)(F)F)c2)nc1C	2.9
121	CCC12CN3CC(CC)(CN(C1)C3c1ccc(C(C)C)cc1)C2=O (stereo unspecified)	-11.4
122	COC(=O)c1ccccc1NC(=O)NC(=O)Nc1ccccc1C(=O)OC	2.5
123	O=C(c1cccnc1N1CCN(CCO)CC1)N1CCOCC1	-6.0
124	O=C(NC1CC2CCC1C2)C1CCN(Cc2ccccc2)CC1 (stereo unspecified)	11.3
125	CCc1ccc(NC(=O)C2CCCN(S(=O)(=O)c3c(C)noc3/C=C/N(C)C)C2)cc1 (stereo unspecified)	-2.8

Screens: PubChem, Icahn School of Medicine at Mount Sinai
